KB-3-1 tox: kills parental KB-3-1 adenocarcinoma cells; KB-3-1 viability, CellTiter-Glo ATP luminescence, 72 h; Potency, µM (titrated, usually from 46.1 µM), inactives show top-dose activity change, negative = cytotoxic, usual class: cytotoxic; 1.4% of 400,000 active; AID 1347075; also: potency is read from the fitted curve at half-maximal effect; % is scaled to controls: 0 for no effect and ±100 for the full control effect; nearly all actives have a fitted effect of over 60% in size
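Using CellTiter-Glo luminescence, growth of non-resistant KB-3-1 adenocarcinoma cells is assessed 72 h after pin-tool compound addition at 37 °C. Normalized responses across the concentration series yield fitted curves.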
DRD3 agonist: D3 dopamine receptor (human) agonism. 0.58% of 410,000 active. P35462. D3R DiscoveRx beta-arrestin cells, luminescence, 90 min. AID 652048. max activation, %; in the data active = max activation above about 30%; also: 0% is about no effect; mostly tested at two doses, the higher about 12 µM
Target sequence (P35462 whole entry, looked up): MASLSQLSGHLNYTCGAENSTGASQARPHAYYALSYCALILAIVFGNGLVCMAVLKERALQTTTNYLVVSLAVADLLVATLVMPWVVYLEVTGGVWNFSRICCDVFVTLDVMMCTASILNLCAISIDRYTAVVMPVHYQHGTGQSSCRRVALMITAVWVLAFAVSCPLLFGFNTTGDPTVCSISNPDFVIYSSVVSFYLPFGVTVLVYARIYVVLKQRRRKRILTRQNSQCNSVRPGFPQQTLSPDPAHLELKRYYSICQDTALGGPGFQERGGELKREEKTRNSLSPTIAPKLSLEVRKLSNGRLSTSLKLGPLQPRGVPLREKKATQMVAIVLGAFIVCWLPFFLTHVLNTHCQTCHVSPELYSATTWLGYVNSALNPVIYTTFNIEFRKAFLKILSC
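Agonist-mode cell screen: cells plated at 1500/well and incubated overnight at 37 °C, then exposed to library compounds for 90 min at 37 °C. Detection reagent was added for 30–60 min at room temperature, and luminescence was read.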
GLP1R ag: activates the human GLP-1 receptor; P43220; HEK293 GLP-1R CRE-luciferase, luminescence, 4-6 h; cells express a hypersensitive GLP-1R form; Potency, µM (top dose mostly 45.6 µM), without a hit: top-dose activation, most hits filed as activators; 0.007% of 380,000 active; AID 624172; also: potency is read from the fitted curve at half-maximal effect; % of control where 0% means no effect
Target sequence (P43220 whole entry, looked up): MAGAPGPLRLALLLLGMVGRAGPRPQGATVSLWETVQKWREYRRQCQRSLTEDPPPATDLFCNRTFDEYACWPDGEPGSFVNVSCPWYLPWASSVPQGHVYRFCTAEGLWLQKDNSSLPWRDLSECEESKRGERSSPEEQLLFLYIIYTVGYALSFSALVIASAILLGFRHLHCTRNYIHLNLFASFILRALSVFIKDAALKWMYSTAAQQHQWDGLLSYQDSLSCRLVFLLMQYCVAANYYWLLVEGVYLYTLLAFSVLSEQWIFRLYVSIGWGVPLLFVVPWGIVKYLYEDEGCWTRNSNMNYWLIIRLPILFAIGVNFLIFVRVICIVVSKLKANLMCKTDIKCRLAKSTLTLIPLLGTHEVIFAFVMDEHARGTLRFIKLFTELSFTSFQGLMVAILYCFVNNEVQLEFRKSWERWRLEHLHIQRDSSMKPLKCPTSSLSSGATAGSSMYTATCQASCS
KB-V1 cytotox: KB-V1 MDR subline cytotoxicity; Potency, µM (top dose mostly 46.1 µM), without a hit: top-dose activity change, negative = cytotoxicity, most hits filed as cytotoxic; 3.4% of 400,000 active; KB-V1 MDR cells viability, CellTiter-Glo, 72 h; also: potency is read from the fitted curve at half-maximal effect; % is scaled to controls: 0 for no effect and ±100 for the full control effect; nearly all actives have a fitted effect of over 60% in size
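Compound-treated KB-V1 multidrug-resistant cells, 72 h, 37 degrees C; viability by CellTiter-Glo. Fitted qHTS curves give the values.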
IL-1B inflam inh: blocks inflammasome-driven IL-1 beta release; THP-1 LPS/ATP IL-1B secretion, AlphaLISA, 16 h; hits give low values; activity change, % at 57.5 µM; 4.7% of 360,000 active; AID 743279; in the data active = activity change below about -50%; inconclusive = mostly about -30% to -49%; also: % is scaled to controls: 0 for no effect and ±100 for the full control effect
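Secreted IL-1B measured by AlphaLISA bead assay after 16 h compound exposure of THP-1 cells; compounds (final up to 57.5 uM) added 1 h before LPS (250 ng/mL) and ATP (1.25 mM) stimulation; lower signal means less secretion.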
HT1080NT lethal: kills 2HG-producing HT-1080-NT fibrosarcoma cells; AID 686970; 1.6% of 360,000 active; HT-1080-NT fibrosarcoma viability, CellTiter-Glo ATP luminescence, 48 h; Potency, µM (series often up to 46.1 µM), for the others: at the top dose activity, negative = less viability, hits mostly cytotoxic;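 also: NT is the 2HG producing partner of a matched IDH1 knockdown line; potency is read from the fitted curve at half-maximal effect; 0% = DMSO-treated cells and -100% = media-only wells without cells; nearly all actives have a fitted effect of over 55% in size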
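HT-1080-NT; 750 cells/well; 5% FBS RPMI; 48 h compound, 37 degrees C; CellTiter-Glo luminescence; curve fitting and curve-class assignment.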
SW480 rerep: induces DNA re-replication in SW480 colon adenocarcinoma cells | SW480 DNA re-replication, Hoechst DNA content imaging, 48 h | Potency, µM (highest dose often 46.1 µM), inactives show top-dose re-replication activation, most hits filed as activators | 1.8% of 340,000 active | AID 624297; also: potency is read from the fitted curve at half-maximal effect; % of control where 0% means no effect; nearly all actives have a fitted effect of over 55% in size
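DNA re-replication was detected as more nuclei of elevated Hoechst intensity after 48 hr exposure to compound (23 nL pinned per well of 250 cells).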
DRD3 antagonist: blocks the human D3 dopamine receptor | D3R cells, DiscoveRx beta-arrestin luminescence, antagonist mode; hits give low values | max response, negative = inhibition, % | 2.5% of 360,000 active | AID 652054; in the data active = max response below about -50%; inconclusive = no clear call, values can overlap the other calls; also: % is scaled to controls: 0 for no effect and ±100 for the full control effect; mostly tested at two doses, the higher about 12 µM
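Cells expressing the human receptor were seeded at 1500 cells/well, incubated overnight at 37 degrees C in 5% CO2, then exposed to library compounds with dopamine controls for 90 minutes at 37 degrees C before luminescent detection.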
HT1080 IDH1KD tx: HT-1080 IDH1 knockdown cell toxicity (counter line); HT-1080 IDH1 knockdown viability, ATP luminescence, 48 h; Potency, µM (series often up to 46.1 µM), for inactives: top-dose activity, negative = toxicity, actives largely listed as cytotoxic; 2% of 360,000 active;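 also: potency is read from the fitted curve at half-maximal effect; 0% = DMSO wells and -100% = cell-free medium wells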
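Knockdown cells (IDH1KD HT-1080) received compounds 2 h after plating at 750 cells/well and were kept 48 h at 37 °C in 5% FBS RPMI. A CellTiter-Glo luminescence read gave % activity for curve fitting.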
The depositor's hits bear a star; ? = inconclusive; . = no result given; ! = repeats disagree; [ ] = remark or other dose. Unless noted, calls follow the shape of the dose curve; as a rule, active = well fitted curve in the direction sought with a large enough effect; inconclusive = small, poorly fitted or top-dose-only effect, or another doubt; inactive = no such curve, though single readings can be large; an effect the other way counts as inactive or inconclusive.

SMILES | KB-3-1 tox | DRD3 agonist | GLP1R ag | KB-V1 cytotox | IL-1B inflam inh | HT1080NT lethal | SW480 rerep | DRD3 antagonist | HT1080 IDH1KD tx
COc1ccc(CNC(=O)C(=O)NCCC2CCCCN2S(=O)(=O)c2cccs2)cc1 (centres undefined) | 7% | 4 | -2% | -11% | -21 | 6% | -1% | -6 | -7%
Cc1ccc(CNC(=O)[C@H](C)NC(=O)C2CCN(C(=O)[C@@H]3CCCN3C(=O)OC(C)(C)C)CC2)cc1 | 0% | 9 | 10% | ? | 10 | 2% | -5% | -8 | 4%
Cc1c(Cl)cccc1NC(=O)CCNC(=O)N1CC(=O)Nc2ccccc21 | 10% | 7 | 1% | 5% | 36 | 0% | 4% | 7 | 16%
CC(=O)N1CCN(C2=NC(=O)/C(=C/c3ccc(OS(=O)(=O)c4ccccc4)cc3)S2)CC1 | ? | -3 | -6% | -1% | 0 | -6% | -13% | -11 | -2%
COc1ccccc1C(=O)NNC(=O)c1ccc(NC(=O)c2ccccc2)cc1 | 15% | 1 | -3% | -3% | 28 | -18% | -5% | -10 | -15%
CCOc1ccccc1C(=O)n1nc(C)cc1C | 8% | -1 | 0% | 4% | 9 | -1% | -3% | 4 | -2%
COc1ccc(-c2cc(C(F)(F)F)nc(N3CCCCCC3)n2)cc1 | 2% | -6 | -12% | 2% | 24 | 8% | 2% | -16 | 10%
CSc1ccccc1NC(=O)c1noc(C)c1[N+](=O)[O-] | -23% | -3 | 3% | 4% | -3 | -1% | 26% | 0 | 0%
CCN(CC(=O)Nc1ccc(NC(C)=O)cc1)CC(=O)Nc1cc(C)on1 | 4% | 3 | 2% | 1% | 15 | 5% | -1% | 2 | 10%
CCOc1ccc(C(=O)NCC(c2ccco2)N2CCOCC2)cc1 (centres undefined) | 1% | -3 | -1% | -1% | 2 | 5% | -11% | 22 | 2%
N#CCCN(C(=O)COC(=O)c1ccc2c(c1)OCCO2)c1ccccc1 | 9% | -1 | 9% | ? | -2 | 14% | -1% | -11 | 15%
Cc1cc(C)cc(CC(Cc2nc3ccccc3[nH]2)c2nc3ccccc3[nH]2)c1 (centres undefined) | 16µM* | -13 | -26% | -16% | -69* | 18µM* | -3%[9.22 µM] | ? | ?

Another view of some results above:
structure	KB-3-1 tox	DRD3 agonist	GLP1R ag	KB-V1 cytotox	IL-1B inflam inh	HT1080NT lethal	SW480 rerep	DRD3 antagonist	HT1080 IDH1KD tx
Cc1c(Cl)cccc1NC(=O)CCNC(=O)N1CC(=O)Nc2ccccc21	10%	7	1%	5%	36	0%	4%	7	16%
CCN(CC(=O)Nc1ccc(NC(C)=O)cc1)CC(=O)Nc1cc(C)on1	4%	3	2%	1%	15	5%	-1%	2	10%
COc1ccc(CNC(=O)C(=O)NCCC2CCCCN2S(=O)(=O)c2cccs2)cc1 (centres undefined)	7%	4	-2%	-11%	-21	6%	-1%	-6	-7%
CCOc1ccccc1C(=O)n1nc(C)cc1C	8%	-1	0%	4%	9	-1%	-3%	4	-2%

New compounds follow
SMILES | KB-3-1 tox | DRD3 agonist | GLP1R ag | KB-V1 cytotox | IL-1B inflam inh | HT1080NT lethal | SW480 rerep | DRD3 antagonist | HT1080 IDH1KD tx
O=C(c1ccco1)N1C2C=CC(C2)C1(C(F)(F)F)C(F)(F)F (centres undefined) | 4% | 3 | -9% | -1% | 0 | 6% | -2% | 40 | 20%
Cc1ccccc1-n1c(C)cc(/C=C2/C(=N)N3C(c4ccccc4)=CSC3=NC2=O)c1C | ? | -5 | -4% | ? | -6 | -11% | 14µM* | -15 | -15%
Cc1onc(-c2ccccc2)c1C(=O)N/N=C/c1cc2c(cc1Br)OCO2 | -12% | 3 | 16% | -10% | -14 | -17% | 6% | -1 | -4%
O=C1C=C(c2ccccc2)C(=O)N1Nc1ccccc1 | ? | 4 | -15% | -13% | -101* | -5% | ? | ? | ?
COc1cc(NC(=S)Nc2ccc(Br)cc2Cl)c(OC)cc1Cl | -1% | -16 | -14% | -13% | -8 | -3% | -5% | ? | -12%
CCN(C(=O)c1ccco1)c1nnc(-c2cccnc2)s1 | 3% | 8 | 16% | -1% | -12 | 4% | -26% | 19 | 3%
O=C(CSc1nnc(-c2ccncc2)o1)NCc1ccccc1 | 9% | 0 | 1% | 19% | 5 | 19% | -6% | 1 | 16%
Cc1ccc(C(=O)NCc2ccc3c(c2)OCO3)cc1 | 1% | -5 | -1% | 22% | -5 | 0% | -20% | 3 | -1%
CCOc1ccccc1N(C)S(=O)(=O)c1ccc2c(c1)N(C(C)=O)CCO2 | -27% | 6 | -5% | -13% | -17 | -3% | 5% | -6 | -2%
CCN(CC)c1ncnc2c1ncn2[C@H]1CN(Cc2ccc(Cl)cc2)C[C@@H](CO)O1 | 0% | 0 | 7% | ? | -2 | -19% | . | 0 | -19%
CC(Sc1nc(N)cc(N)n1)C(=O)NCC1CCCO1 (centres undefined) | 2% | 2 | 6% | ? | 9 | -5%[9.24 µM] | -31%[inhibitor] | -18 | -8%
CC(=O)OCC1CC(COC(C)=O)C(COC(C)=O)CC1COC(C)=O (centres undefined) | -1% | 0 | 1% | -14% | 1 | 9% | 2% | 9 | 0%
COc1cccc(-n2ccnc2SCC(=O)Nc2nccs2)c1 | -6% | -2 | 2% | -7% | -6 | 0% | -1% | ? | -1%
Nc1nc(SCC(=O)NCCN2CCOCC2)nc2sc3c(c12)CCC3 | 9% | -2 | 12% | -1% | 6 | -3% | -2% | -4 | -1%
COC(=O)C1C(=O)C2=C(CC1C)NC(C)=C(C(=O)OC1CCCCC1)C2c1ccc(N(C)C)cc1 (centres undefined) | 0% | 3 | 0% | -15% | -3 | -6% | ? | -6 | -11%
Nn1c(SCc2csc(-c3ccccc3)n2)nnc1-c1cccs1 | -7% | 7 | 17% | 1% | 0 | -10% | -3% | 11 | -2%
Cc1cc(=O)[nH]c(SCC(=O)Nc2ncc(S(=O)(=O)c3ccc([N+](=O)[O-])cc3)s2)n1 | -5% | -4 | -2% | 1% | 13 | -19% | 20% | -1 | -5%
COc1ccc(C(CNC(=O)CCNS(=O)(=O)c2ccccc2)N2CCOCC2)cc1 (centres undefined) | -11% | 0 | -1% | -6% | -17 | -1% | . | -16 | -2%
CCOc1ccc(NC(=O)c2cccc(NC3=NC4CS(=O)(=O)CC4S3)c2)cc1 (centres undefined) | 25% | 2 | -7% | -1% | 10 | 8% | -2% | -7 | 3%
CCOc1ccc(OCC(=O)NCCS(=O)(=O)N2CCN(c3ccc(F)cc3)CC2)cc1 | 6% | 38*! | 6% | -3% | -8 | 1% | ? | 17 | 5%
Cc1cc(OC(=O)c2ccccc2Br)c([N+](=O)[O-])c(=O)[nH]1 | 20% | 1 | 1% | 0% | 11 | -2% | -10% | 16 | 2%
O=C(N/N=C/c1cccc([N+](=O)[O-])c1)c1cc(-c2ccccc2)nc2ccccc12 | 0% | 2 | 11% | 19% | 7 | 4% | -2% | 3 | 2%
Cc1ccnc2nc(C(=O)OCC(=O)NCCc3ccc(Cl)cc3)nn12 | 12% | 3 | -7% | -19% | -2 | 9% | -52%[inhibitor] | 10 | 10%
COC(=O)c1nnn(-c2nonc2N)c1CN1CCc2ccccc21 | 23µM* | -4 | -2% | ? | 39 | ? | 26% | 0 | ?
Cc1ccc(C(=O)Nc2ccccc2C(=O)NCc2cccnc2)cc1 | -1% | -2 | 5% | -10% | -24 | 0% | 12% | -12 | -14%
CCOC(=O)c1cnc2cc(-c3ccc(C)cc3)nn2c1-c1ccccc1 | 0% | 7 | 0% | 0% | -11 | 12% | 0%[9.22 µM] | 41 | 9%
CC(=O)c1cccc(N(C(=O)c2ccccn2)C(C(=O)NC2CCCCC2)c2ccccc2)c1 (centres undefined) | 5% | 10 | 1% | -28% | -2 | 2% | -12% | 4 | 3%
COc1cccc(CNC(=O)CNC(=O)c2cccs2)c1 | 1% | 0 | -1% | 1% | 9 | 10% | -4% | 12 | 6%
CCCOC1(C(F)(F)F)NC(=O)N(c2cccc(Cl)c2)C1=O (centres undefined) | -1% | -19 | 10% | -16% | . | . | . | . | .
NNC(=S)NCc1ccco1 | 11% | 9 | 9% | 29% | 4 | -16% | 1% | 6 | -9%
COC(=O)c1cccc(Nc2ccc([N+](=O)[O-])cn2)c1 | -6% | -15 | 8% | -14% | 7 | -27% | 0% | -4 | -15%
Cc1onc(-c2ccccc2)c1C(=O)NCc1ccccn1 | 7% | -2 | 3% | 6% | -10 | 16% | 3% | 5 | 15%
CN(C)c1ccc(/C=N/NC2=NS(=O)(=O)c3ccccc32)cc1 | 2% | -14 | 1% | 8% | 28 | -1% | 0% | -17 | -2%
Cc1nnc(NC(=O)COc2ccc3c(C)cc(=O)oc3c2)s1 | 4% | -3 | 0% | 0% | 24 | 0% | 21% | 16 | 0%
COc1ccc(-c2nnc(SCC(=O)NC(C)c3ccccc3)o2)cc1OC (centres undefined) | -5% | 0 | 12% | -22% | -18 | 1% | -4% | -13 | 1%
Cc1noc(C)c1COC(=O)C(c1ccccc1)c1ccccc1 | -3% | 2 | 12% | -28% | 35 | -3% | -4% | 11 | -5%
C=CC[C@@H](CC(=O)OC(C)(C)C)C(=O)OC[C@H]1CCCN1C(=O)[C@@H](CC=C)CC(=O)NCCO | 12% | 5 | 10% | 6% | -1 | 13% | 1% | -2 | 19%
Clc1cccc(CNc2ccn3nc(-c4ccccc4Cl)cc3n2)c1 | -1% | -9 | -2% | -15% | -73* | ? | . | 0 | ?
Cc1csc(SCC(=O)Nc2cc(S(=O)(=O)N3CCCC3)ccc2Cl)n1 | 11% | 4 | 1% | -12% | 10 | -6% | -10% | 11 | 1%
CCOc1ccc(NC(=S)NC(=O)c2cnn(CC)c2)c([N+](=O)[O-])c1 | -1% | 6 | 18% | -1% | 16 | -23% | -5% | -8 | -28%
COc1cccc2cc(-c3cc(=O)oc4ccc(OCC(C)=O)cc34)oc12 | -1% | -2 | 12% | ? | -5 | -16% | -9% | 51 | -13%

Compounds as they come, and some 12% of all compounds hit somewhere here.
